APP 5'UTR act – activators of APP 5'UTR luciferase reporter, primary screen, SH-SY5Y cells. activation, % at 2 µM. hit rate 1% among 190,000. SH-SY5Y APP 5'UTR luciferase reporter, luminescence; zero percent = DMSO vehicle wells. AID 1276, 2008;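 active = activation above a set limit, based on mean plus 3 SD of controls, cut at about 140% in these data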; also: values of inactives mirror those of a sister screen read the other way
DTT redox prof – compounds producing H2O2 with reducing agent – biochemical, NIH compound library profiling, artefact control for MLSCN library redox annotation, primary screen | DTT-dependent redox cycling H2O2, phenol red/HRP absorbance; 100% = 100 µM peroxide control, 0% = buffer | activation, % at 10 µM | hit rate 0.03% among 200,000 | AID 878, 2007;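 active = activation of at least 50% relative to the plate's high and low controls in the primary single-dose screen; inactive = activation below 50%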;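 also: compound incubated with DTT at 0.8 mM final as the reducing agent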
NF-kB neuron act – activators of NF-kB expression in neurons, primary screen, cell-based, HTS. human neuronal cells, NF-kB reporter expression; active compounds read high. AID 1239, 2008. hit rate 1.6% among 190,000. fold change at 12.5 µM; in the data active = fold change above about 3.3
STAT1 blocker – STAT1 signaling inhibitors, primary screen, cell-based, HTS, luciferase reporter. hit rate 0.35% among 200,000. AID 920, 2007. NIH 3T3 STAT1-luciferase reporter, IFN-gamma, luminescence. inhibition, % at 5.5 µM;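 active = inhibition above a set limit, the mean inhibition across all tested compounds plus 3 SD, cut at about 34% in these data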;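 also: 0% = IFN-gamma with DMSO and 100% = IFN-gamma with 300 µM nifuroxazide; values of inactives mirror those of a sister screen read the other way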
STAT3 activator – IL-6 driven STAT3 reporter potentiators, primary screen, U3A cells, luciferase, luminescence, MLSCN library; IL-6 STAT3-luciferase reporter; 100% = signal with IL-6 EC80 alone; activation (% of control), % at 5.6 µM; hit rate 0.91% among 190,000;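 active = activation above the screen-wide mean of compound activation plus 3 SD, cut at about 130% in these data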;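 also: 0% = background luminescence of wells with medium and substrate only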
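Test system: human U3A cells carrying STAT3-luciferase construct; control set: IL-6-only wells as 100% reference; timing: compound pre-incubation 1 h before IL-6, then 6 h stimulation at 37 °C; also added: IL-6 stimulus at 33 ng/mL final; evaluation: % activation versus median of IL-6-stimulated wells; detection: reporter luminescence signal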
STAT1 act – STAT1 signaling activators, primary screen, cell-based, HTS, luciferase reporter; NIH 3T3 STAT1-luciferase reporter, IFN-gamma, luminescence; 100% = IFN-gamma alone, no compound; activation (% of control), % at 5.5 µM; hit rate 2.6% among 200,000; AID 932, 2007;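 active = activation above the screen-wide mean activation plus 3 SD, cut at about 130% in these data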;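 also: raw ratio to IFN-gamma control signal so 100% means no change and 0% no light; values of inactives mirror those of a sister screen read the other way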
STAT3 inh – IL-6 driven STAT3 reporter inhibitors, primary screen, U3A cells, luciferase, luminescence, MLSCN library | hit rate 0.89% among 190,000 | IL-6 STAT3-luciferase reporter; host cell line lacks STAT1 | inhibition, % at 5.5 µM;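 active = inhibition above the mean inhibition across all screened compounds plus 3 SD, cut at about 44% in these data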;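 also: 0% = DMSO only wells and 100% = 100 µM nifuroxazide control wells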
Hsp70 act – Hsp70 transcriptional activators, primary screen, cell-based, HeLa, Hsp70 promoter luciferase, luminescence, 10 µM; HeLa Hsp70 promoter luciferase reporter; scaled: vehicle 0, proteasome-inhibitor control 100%; activation, % at 10 µM; hit rate 0.04% among 200,000; AID 1203, 2008;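 active = activation above the mean across all tested compounds plus 3 SD, cutoff set per campaign, cut at about 5.5% in these data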;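 also: 100% = MG132 at 30 µM as the positive control and 0% = DMSO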
Efa HMGR inh – inhibitors of E. faecalis class II HMGR, primary screen, biochemical, Enterococcus faecalis. purified E. faecalis HMGR, NADPH absorbance 340 nm kinetic. HMG-CoA reductase (Enterococcus faecalis, mvaE). hit rate 0.41% among 190,000. AID 1066, 2008. inhibition, % at 10 µM;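 active = inhibition above a set limit, the median over all tested compounds plus 3 SD, cut at about 9.5% in these data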;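 also: enzyme runs in reverse so mevalonate oxidation gives rising NADPH absorbance; 0% = complete reaction with DMSO and 100% = background rate lacking mevalonate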
TLR4-MyD88 BLA – inhibitors of TLR4-MyD88 association in cells, primary screen, cell-based, HeLa CL3-4, BLA complementation, FRET ratio; HeLa CL3-4 TLR4/MyD88 BLA complementation; hit rate 0.18% among 200,000; Toll-like receptor 4 (Homo sapiens) + Myeloid differentiation primary response protein …; inhibition, % at 8.4 µM; in the data active = inhibition above about 25%;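 also: 0% = vehicle and 100% = reference inhibitor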
Target sequence (O00206 whole entry, looked up): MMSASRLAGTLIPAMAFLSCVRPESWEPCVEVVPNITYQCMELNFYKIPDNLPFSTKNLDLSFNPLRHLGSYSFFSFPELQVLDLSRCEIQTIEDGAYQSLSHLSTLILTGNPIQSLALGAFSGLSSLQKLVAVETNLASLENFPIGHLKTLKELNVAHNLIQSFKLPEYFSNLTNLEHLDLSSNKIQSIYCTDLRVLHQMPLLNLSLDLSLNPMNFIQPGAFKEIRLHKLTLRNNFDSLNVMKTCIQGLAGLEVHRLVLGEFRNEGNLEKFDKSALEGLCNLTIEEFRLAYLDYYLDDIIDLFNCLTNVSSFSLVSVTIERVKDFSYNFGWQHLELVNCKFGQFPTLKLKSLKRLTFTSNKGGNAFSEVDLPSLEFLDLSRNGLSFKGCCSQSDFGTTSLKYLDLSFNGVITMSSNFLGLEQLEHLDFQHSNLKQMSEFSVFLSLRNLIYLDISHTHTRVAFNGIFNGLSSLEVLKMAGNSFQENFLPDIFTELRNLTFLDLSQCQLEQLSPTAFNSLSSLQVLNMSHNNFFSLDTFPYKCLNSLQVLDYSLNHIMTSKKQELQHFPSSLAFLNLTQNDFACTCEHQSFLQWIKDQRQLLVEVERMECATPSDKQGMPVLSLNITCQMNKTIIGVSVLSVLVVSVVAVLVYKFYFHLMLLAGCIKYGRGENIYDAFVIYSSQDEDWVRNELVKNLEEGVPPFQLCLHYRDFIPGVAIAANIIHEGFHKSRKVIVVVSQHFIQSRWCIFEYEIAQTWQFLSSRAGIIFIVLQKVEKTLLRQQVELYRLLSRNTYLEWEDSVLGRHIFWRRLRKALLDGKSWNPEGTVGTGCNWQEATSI
Target sequence (Q99836 whole entry, looked up): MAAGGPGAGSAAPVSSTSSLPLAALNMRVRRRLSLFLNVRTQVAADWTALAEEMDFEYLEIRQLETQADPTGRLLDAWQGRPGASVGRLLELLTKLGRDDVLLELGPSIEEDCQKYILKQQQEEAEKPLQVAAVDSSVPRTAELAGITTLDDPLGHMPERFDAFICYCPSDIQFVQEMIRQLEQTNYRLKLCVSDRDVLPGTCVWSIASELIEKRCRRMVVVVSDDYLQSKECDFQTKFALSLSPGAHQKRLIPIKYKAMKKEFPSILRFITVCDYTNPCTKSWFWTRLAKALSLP
* hit, by the source's call; · = no result given.

SMILES	APP 5'UTR act	DTT redox prof	NF-kB neuron act	STAT1 blocker	STAT3 activator	STAT1 act	STAT3 inh	Hsp70 act	Efa HMGR inh	TLR4-MyD88 BLA
Cc1nc(C)c(C(=O)N2CCCC(CCC(=O)NCc3ccc(F)c(F)c3)C2)s1 (stereo not drawn)	7	-0.8	1	-1	107	99	-3	-0.1	-1	-4
Cn1c(=O)c2c(nc(N3CCCC3)n2CC(O)CO)n(C)c1=O (stereo not drawn)	-7	0.3	1.1	-6	141*	105	-42	0.0	-3	-3
CCc1nc2sc3c(c2c(=O)n1N)CCC3	6	0.1	0.9	-6	102	106	-2	0.2	-13	7
CCOC(=O)CC(=O)Nc1ccc(C)cc1	10	-4.0	1.4	-10	105	109	-3	0.0	2	16
CCCC1=NN(C(=O)Cc2ccc([N+](=O)[O-])cc2)C(O)(C(F)(F)F)C1 (stereo not drawn)	-8	-0.2	1.2	12	93	87	16	-0.1	-6	-14
Cc1cccc(/C=N/n2c(-c3ccccn3)n[nH]c2=S)c1	-1	0.3	0.89	1	93	99	8	-0.2	1	0
O=C(Nc1cc(=O)[nH]c2ncnn12)c1ccccc1	10	-5.3	1.1	7	103	94	2	-0.1	2	-4
Fc1ccc(-c2cc3nc(-c4ccccc4)cc(N4CCOCC4)n3n2)cc1	-7	0.2	0.97	-5	88	108	14	-0.3	-13	12
Cc1ccccc1-n1nc(-c2ccc(N)cc2)cc1N	-5	2.2	1	0	105	100	-3	0.3	-3	-7
O=S(=O)(c1cccs1)N1CCN(c2ncccn2)CC1	-7	0.4	0.89	1	99	99	6	0.3	2	6
CC(C)[C@H](N)c1nnc(SCc2ccc(Cl)cc2)o1	-3	3.3	1.1	12	96	89	9	-0.4	-4	1
COc1ccccc1NS(=O)(=O)c1ccc(NC(=O)c2ccncc2)cc1	20	-2.4	1.2	17	80	83	30	-0.4	-5	8
COc1ccc(-n2c(-c3ccc(Br)cc3)c[n+]3c2CCCCC3)cc1	0	0.3	0.75	40*	78	62	27	-0.4	-1	-2
CC1=CCC(C(=O)N/N=C/c2cccs2)C(c2ccc(F)cc2)C1 (stereo not drawn)	12	-3.4	1.2	-1	110	101	-7	0.0	1	-3
Fc1ccc(-n2[nH]nnc2=S)cc1N1CCCC1	20	0.3	1.1	-5	102	105	5	-0.2	2	-3
CN(CC(=O)O)c1ccc(S(=O)(=O)N2CCOCC2)cc1[N+](=O)[O-]	-3	-1.3	1.8	-4	108	103	-8	-0.1	-1	8
CCn1c(SCc2ccc(C(=O)Nc3cc(C)cc(C)c3)cc2)nnc1-c1ccncc1	1	1.5	0.35	25	86	77	23	-0.2	-1	0
Cc1ccc(O)c(NC(=S)NC(=O)c2ccc(-c3ccc(Cl)cc3)o2)c1	-9	-3.4	·	-5	107	104	-2	0.0	·	-12
Cc1ccc(/C=C/C(=O)O)cc1S(=O)(=O)N1CCc2ccccc2C1	2	0.1	1.1	4	99	93	6	0.0	0	-14
O=C(CCN1CCCC1)Nc1cccc(Br)c1	-1	1.7	1.1	-1	95	101	11	0.1	-3	-1
COc1ccc(-c2nnc(SCc3cc(C)ccc3C)n2N)cc1	6	-2.7	1.1	1	105	99	-1	0.0	-8	2
Cc1nn(-c2nc3ccccc3[nH]2)c(=O)c2ccccc12	-74	0.1	0.29	97*	8	9	112*	-0.8	0	-14
OCCNCc1cc(Br)ccc1OCc1ccc(Cl)cc1	-6	1.6	1.1	6	95	95	17	-0.3	-1	19
COC(=O)c1c(C)n(-c2ccccc2)c2ccc(O)cc12	5	3.0	0.85	1	99	99	5	-0.4	-3	4
CCc1ccc(C(C(=O)NC(C)(C)CC)N(Cc2ccco2)C(=O)Cn2nnc3ccccc32)cc1 (stereo not drawn)	9	1.4	1	1	104	105	-1	-0.4	1	6
O=C(NCc1cccs1)C1CC(c2ccc(F)cc2)=NO1 (stereo not drawn)	26	-0.9	1.6	-7	107	107	-8	-0.5	2	-9
COc1ccc(CNC(=O)CN2C(=O)C3CCCN3c3ncc(Cl)cc32)cc1 (stereo not drawn)	18	1.6	0.65	1	102	99	3	-0.1	-2	-10
CC12CC(NC(=O)N1c1cccc(C(=O)N3CCN(c4ccccc4F)CC3)c1)c1ccccc1O2 (stereo not drawn)	2	0.9	0.81	7	100	94	7	-0.2	-12	3
O=c1c(CN2CCN(c3ccccn3)CC2)coc2ccccc12	1	0.3	0.96	-25	99	123	2	-0.3	-3	-5
COc1ccccc1OCCCOc1ccc([N+](=O)[O-])cc1Cl	50	-4.4	2.3	-20	110	118	-7	0.4	-12	-1
COc1cc2[nH]c(=O)n(CCCC(=O)N3CC=C(c4ccccc4)CC3)c(=O)c2cc1OC	-17	-0.2	0.73	-1	107	102	-2	-0.3	-6	-9
Cc1cc(C)c(NC(=O)CSc2nccn2C)c(C)c1	6	0.5	1.1	-3	101	103	-4	-0.1	1	1
CCOc1ccc(C(c2c(NC(=O)c3ccccc3)sc(C)c2C)N2CCN(CCO)CC2)cc1 (stereo not drawn)	23	-0.6	0.81	-3	109	103	-14	-0.2	-5	-14
COc1ccccc1-n1cnnc1SCC(=O)NCc1cccs1	2	0.2	1.2	-18	96	117	12	-0.6	-2	-11
COc1cccc(NC(=O)COC(=O)C2CCN(S(=O)(=O)c3cccs3)CC2)c1	21	-1.1	0.98	4	102	96	-1	-0.3	-7	6
O=C(CCn1c(=O)[nH]c2ccsc2c1=O)N1CCN(Cc2ccc3c(c2)OCO3)CC1	2	2.7	0.77	-2	100	102	3	-0.1	-6	-3

Quoted at random: three records from the list
SMILES	APP 5'UTR act	DTT redox prof	NF-kB neuron act	STAT1 blocker	STAT3 activator	STAT1 act	STAT3 inh	Hsp70 act	Efa HMGR inh	TLR4-MyD88 BLA
Cc1cc(C)c(NC(=O)CSc2nccn2C)c(C)c1	6	0.5	1.1	-3	101	103	-4	-0.1	1	1
CCCC1=NN(C(=O)Cc2ccc([N+](=O)[O-])cc2)C(O)(C(F)(F)F)C1 (stereo not drawn)	-8	-0.2	1.2	12	93	87	16	-0.1	-6	-14
O=S(=O)(c1cccs1)N1CCN(c2ncccn2)CC1	-7	0.4	0.89	1	99	99	6	0.3	2	6

(list continues)
SMILES	APP 5'UTR act	DTT redox prof	NF-kB neuron act	STAT1 blocker	STAT3 activator	STAT1 act	STAT3 inh	Hsp70 act	Efa HMGR inh	TLR4-MyD88 BLA
COc1ccc(/C=N/NC(=O)c2[nH]c3ccc(Br)cc3c2-c2ccccc2)cc1	-97	0.4	3.3	-30	152*	127	-59	-0.1	-11	1
C/C(=N\OCC(=O)N/N=C/c1ccccc1O)c1cccs1	6	0.2	0.98	-4	82	104	27	-0.3	-4	6
NS(=O)(=O)c1ccc(Nc2nc(-c3ccc(F)cc3)cs2)cc1	-3	0.2	0.96	-10	86	110	18	-0.2	-1	-3
CCCCNS(=O)(=O)c1ccc(NS(=O)(=O)c2c(C)cc(C)cc2C)cc1	5	0.3	0.82	0	99	100	-2	-0.4	-4	9
Cc1ccc(C(=O)COC(=O)c2cc(=O)[nH]c3ccccc23)cc1	7	-2.0	2	-20	109	118	-4	-0.1	-3	1
C=CCC(NCCCO)c1cccc(OC)c1OC (stereo not drawn)	6	2.7	1.1	-3	103	103	-4	-0.3	2	4
CC1(C)CC(=NOC(=O)c2ccccc2)CC(C)(C)N1	4	2.1	1.1	0	100	100	6	-0.1	·	4
O=S(=O)(c1ccc(Cl)c(NC(=S)Nc2cccc(O)c2)c1)N1CCOCC1	-5	1.1	1.6	4	104	96	-3	-0.1	0	1
Cc1cc(N=Cc2c(O)ccc3cc(Br)ccc23)no1	17	0.0	1.1	-1	105	101	-5	-0.5	3	-2
O=C1c2ccccc2C(=O)N1CCCCN(C(=O)c1ccc(Cl)s1)c1ccc(Cl)cc1	19	-0.5	0.88	-4	106	104	-6	-0.3	-5	-13
Cc1ccc(Nc2nc(N)nc(CSc3nc(C)cc(C)n3)n2)cc1	6	0.3	0.78	-6	103	106	-4	0.0	-7	4
O=C(COC(=O)c1cc[n+]([O-])cc1)NCc1ccccc1Cl	-1	-0.2	0.96	-1	94	103	12	-0.5	-2	-18
O=C1CC(NCc2ccco2)C(=O)N1CCc1ccccc1 (stereo not drawn)	13	-2.9	1.2	-6	97	107	10	0.0	-6	6
CCCCNC(=O)Cn1cnc2c(cnn2-c2ccc(C)c(C)c2)c1=O	-1	-0.7	1.2	3	101	98	2	-0.2	0	1
Cn1c(SCC(=O)NNC(=O)Cc2ccccc2)nnc1-c1ccc(Cl)cc1	11	-1.3	0.98	-2	99	95	10	0.1	-1	-1
Cc1ccc(C)c(S(=O)(=O)ON2C(=O)c3ccccc3C2=O)c1	-39	-0.1	1.2	-7	94	106	10	0.5	-7	-10
CCn1ccnc1CN(C)Cc1nc(-c2ccccc2)no1	6	-0.5	1.4	-17	103	114	1	-0.1	-4	-3
O=C(NCc1ccccc1)c1ccc(F)c(F)c1	16	-0.2	1.2	5	88	93	19	0.0	2	-5
COCCn1c(SCC(=O)/C=C2\N(C)c3ccccc3C2(C)C)nnc1-c1ccncc1	-4	-0.6	0.64	18	88	84	13	-0.3	3	5
CC(=O)Nc1ccc(Nc2nc(-c3ccccc3)nc3ccccc23)cc1	-22	-0.4	0.41	-5	90	104	22	0.2	-5	0
Cc1c(C(=O)NC2CCCc3ccccc32)oc2ccc(S(=O)(=O)N3CCOCC3)cc12 (stereo not drawn)	21	2.2	1	2	106	98	-8	-0.3	-5	11
COC(=O)c1ccc(NC(=O)COc2ccc(S(=O)(=O)NC(C)C)cc2)cc1	·	0.5	1	5	88	89	18	-0.3	-6	2
Cc1[nH]nc(N=CC2=C(O)CC(C)(C)CC2=O)c1-c1ccc(Cl)cc1	11	2.3	1.7	-6	102	105	2	0.1	6	2
CSc1sc2ccccc2[n+]1CCCS(=O)(=O)[O-]	0	0.0	1	13	105	88	-5	0.6	-3	-10
O=C(CSc1nnc(SCc2ccc(Cl)cc2)s1)N1CCN(C(=O)c2ccco2)CC1	7	-5.0	0.92	4	89	96	18	0.0	1	-5
Cc1ccc(N(C)S(=O)(=O)c2ccc(C)cc2)cc1	-25	0.3	0.8	-3	94	104	8	-0.6	-1	-5
C/C(N)=C(/C#N)C(=O)COC(=O)CNS(=O)(=O)c1c(F)cccc1F	9	0.0	0.98	-12	103	110	-2	-0.3	-3	-11
O=C(CSc1nnc(-c2ccc(F)cc2)c2ccccc12)NCC1CCCO1 (stereo not drawn)	8	-0.8	1.1	8	102	92	0	-0.1	-4	-20
Cc1cccc(NC(=O)c2c(C)nc3ccccn23)c1	31	0.7	1.6	-17	91	116	12	-0.1	-5	3
CCOc1ccc(NC(=O)CCCCn2c(=O)[nH]c3ccsc3c2=O)cc1	43	-0.3	1	5	98	97	7	-0.4	-1	-4
